Screening data from PubChem BioAssay.
FEN1 inh: qHTS Assay for the Inhibitors of Human Flap endonuclease 1 (FEN1); Recombinant FEN1 flap cleavage, fluorescence, 15 min; Potency, µM (series often up to 114 µM), inactives show at the highest dose activity change, negative = inhibition, actives largely listed as inhibitors; 390,000 tested, 0.35% active; further: nearly all actives have a fitted effect of over 65% in size
Target sequence (P39748 whole entry, looked up): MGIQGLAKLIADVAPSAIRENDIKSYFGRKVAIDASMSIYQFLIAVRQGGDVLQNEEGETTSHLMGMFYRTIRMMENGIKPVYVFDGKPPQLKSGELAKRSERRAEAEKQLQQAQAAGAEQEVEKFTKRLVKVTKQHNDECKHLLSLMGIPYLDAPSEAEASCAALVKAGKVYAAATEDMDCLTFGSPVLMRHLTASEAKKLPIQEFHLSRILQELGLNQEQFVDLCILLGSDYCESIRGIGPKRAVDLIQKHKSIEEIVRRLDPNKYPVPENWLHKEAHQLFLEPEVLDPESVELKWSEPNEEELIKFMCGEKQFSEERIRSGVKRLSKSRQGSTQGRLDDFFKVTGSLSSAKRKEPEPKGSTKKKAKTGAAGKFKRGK
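Recombinant FEN1 (10 nM) was preincubated with pin-transferred compounds for 15 min at room temperature, then flap DNA substrate (50 nM final) was added. Plates were read at 0 and 15 min, and normalized concentration–response data were fitted to a four-parameter Hill equation.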
N370S GC: qHTS Assay for Inhibitors and Activators of N370S glucocerebrosidase as a Potential Chaperone Treatment of Gaucher Disease; Lysosomal acid glucosylceramidase (Homo sapiens), P04062; N370S GC spleen homogenate, 4MU-glucoside fluorescence; Potency, µM (highest dose often 59.4 µM), without a hit: top-dose activity change, negative = inhibition, usual class: inhibitors; 330,000 tested, 0.092% active;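 further: 0% = full enzyme activity and -100% = no enzyme basal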
TDP1 inh: qHTS Assay for Inhibitors of Tyrosyl-DNA Phosphodiesterase (TDP1); 350,000 tested, 0.28% active; Tyrosyl-DNA phosphodiesterase 1 (Homo sapiens), Q9NUW8; recombinant TDP1, AlphaScreen DNA substrate cleavage; Potency, µM (titrated, usually from 130 µM), for inactives: at the highest dose activity change, negative = inhibition, actives largely listed as inhibitors; further: nearly all actives have a fitted effect of over 40% in size
Target sequence (Q9NUW8 whole entry, looked up): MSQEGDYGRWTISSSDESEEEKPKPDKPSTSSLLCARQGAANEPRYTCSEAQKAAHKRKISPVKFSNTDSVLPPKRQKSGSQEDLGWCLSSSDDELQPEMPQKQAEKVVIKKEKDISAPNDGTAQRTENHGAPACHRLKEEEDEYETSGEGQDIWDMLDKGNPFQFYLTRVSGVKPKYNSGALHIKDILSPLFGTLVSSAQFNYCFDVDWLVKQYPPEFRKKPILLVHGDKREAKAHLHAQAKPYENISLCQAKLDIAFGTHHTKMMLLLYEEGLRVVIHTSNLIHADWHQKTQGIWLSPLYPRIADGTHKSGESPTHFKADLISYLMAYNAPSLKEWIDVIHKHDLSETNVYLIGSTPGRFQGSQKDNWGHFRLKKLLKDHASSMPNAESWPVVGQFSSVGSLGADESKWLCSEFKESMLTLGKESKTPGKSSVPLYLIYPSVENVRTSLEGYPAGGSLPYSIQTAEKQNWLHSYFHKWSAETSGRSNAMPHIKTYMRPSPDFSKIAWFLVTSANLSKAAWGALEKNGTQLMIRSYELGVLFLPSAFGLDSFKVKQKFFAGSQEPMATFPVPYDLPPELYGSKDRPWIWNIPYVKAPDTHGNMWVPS
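Recombinant human Tdp1 (E. coli-expressed, 1 nM final) preincubated with compounds 15 min at room temperature, then 5'-biotin/3'-phosphotyrosine-FITC DNA substrate (15 nM final) added for 5 min. AlphaScreen beads (10 ug/ml final) added 10 min; cleavage lowers signal.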
* hit, by the source's call; u = inconclusive; x = no result given; & = joins results of further samples; [ ] = remark or other dose. The call rests on the fitted dose curve; in most records, active means well fitted curve in the direction sought with a large enough effect; inconclusive means small, poorly fitted or top-dose-only effect, or another doubt; inactive means no such curve, though single readings can be large; an effect the other way counts as inactive or inconclusive. Unless noted, on the % scale 0 is the no-effect control and ±100 the full control effect; potency means the concentration at half of the fitted maximal effect. These rows are one share of the data (hit frequency here may not be typical).

Every second line gives: TDP1 inh	FEN1 inh	N370S GC
O=C(COc1ccc(Cl)cc1)N(c1ccc(Cl)cc1)C1CN2CCC1CC2 (stereo unspecified)
    x	3%	-30%
CCCCn1c(O)c(C(CC)=NC(C)c2ccccc2)c(=O)[nH]c1=O (stereo unspecified)
    1%	-21%	u
COc1cc(/C=N/NC(=O)CN2CC(c3ccccc3)CC2=O)ccc1OC(=O)N(C)C (stereo unspecified)
    2%	6%	0%
CON(C)C(=O)Nc1ccc(Br)cc1
    23%	x	-5%
CCN1CCN(c2nc([N+](=O)[O-])nn2C)CC1
    7%	-10%	13%
O=C1CC(=O)N(c2cccc(Cl)c2)C(=O)N1
    2%	2%	7%
COC1C(O)C(C)O[C@H](OC2CC[C@@]3(C=O)C4CC[C@]5(C)C(C6=CC(=O)OC6)CC[C@@]5(O)C4CC[C@@H]3C2)C1O (stereo partly specified)
    10%[56.1 µM]	x	0%
C(=NC12CN3CN(CN(C3)C1)C2)c1cccnc1
    8%	-6%	-6%
CS(=O)(=O)N1CCN(C(=N)N[N+](=O)[O-])CC1
    1%	-2%	2%
O=c1[nH]c(=O)n(CCc2ccccc2)c(O)c1C=NCCCn1ccnc1
    10%	-2%	0%
O=C1CCCC2[C@@H]3CCCN4CCC[C@@H](CN12)C34 (stereo partly specified)
    14%[56.1 µM]	x	-10%
N#C/C=C/C#N
    -1%&15%	12%	8%
CC1CC(C)C(=O)[C@H](C(O)CC2CC(=O)NC(=O)C2)C1 (stereo partly specified)
    -10%[56.1 µM]	x	-5%
Cc1cc(S(=O)(=O)NCC(C)C)ccc1OCC(=O)N1CCN(Cc2ccccc2)CC1
    7%	2%	-21%
CSc1ncc(/C=C2/C(=O)NC(=O)N(c3ccc(C(C)C)cc3)C2=O)cn1
    0%	8%	23%
Cn1cccc1CNCCc1ccc(F)cc1
    8%[56.1 µM]	-2%	-2%
O=C(O)/C=C/C(=O)O
    3%&3%	-3%	-2%
CCC1CN2CCC1CC2C(Oc1cc2ccccc2c2ccccc12)c1ccnc2ccc(O)cc12 (stereo unspecified)
    8%[21 µM]	x	-6%[12.8 µM]
COC(=O)[C@@H]1[C@@H](O)[C@@]2(O)c3c(OC)cc(OC)cc3O[C@@]2(c2ccc(OC)cc2)[C@H]1c1ccccc1
    7%[21 µM]	x	-1%[12.8 µM]
C=CCn1c(O)c(C(CC)=Nc2ccc(NC(C)=O)cc2)c(=O)[nH]c1=O
    0%	-10%	-6%
Cc1cc(-c2ccc(N)c(C)c2)ccc1N
    24%	8%	0%
C=CCn1c(O)c(C=NCCN2CCOCC2)c(=O)[nH]c1=S
    2%	15%	-5%
OC(c1ccccc1)(c1ccccc1)C1CN2CCC1CC2 (stereo unspecified)
    -3%&6%	-1%	4%
Cc1[nH]ccc2c1[nH]c1cc(=O)ccc12
    9%[56.1 µM]	-8%	u
CCN(CC)C(=O)Cn1cc(/C=C2\C(=O)NC(=O)N(c3ccccc3F)C2=O)c2ccccc21
    x	-22%	5%
COc1ccc(C(CN(C)C)C2(O)CCCCC2)cc1 (stereo unspecified)
    -6%[56.1 µM]	1%	-4%
O=c1[nH]c(O)c(/C=C2/C=CC(c3cc(Cl)ccc3Cl)=N2)c(=O)[nH]1
    -3%	u	-3%
C/C(=N\Nc1cccc2ccccc12)c1c(O)n(Cc2ccccc2)c(=O)[nH]c1=O
    8%	24%	6%
CN1Cc2cccnc2N(C)Cc2cc(Cl)ccc21
    3%	-2%	-12%
Cn1cc(C=C2C(=O)NC(=O)NC2=O)c2ccccc21
    x	u	-2%

Rewritten with each value named: part of the list above
> CS(=O)(=O)N1CCN(C(=N)N[N+](=O)[O-])CC1
  TDP1 inh: 1%; FEN1 inh: -2%; N370S GC: 2%
> O=c1[nH]c(=O)n(CCc2ccccc2)c(O)c1C=NCCCn1ccnc1
  TDP1 inh: 10%; FEN1 inh: -2%; N370S GC: 0%
> O=C1CCCC2[C@@H]3CCCN4CCC[C@@H](CN12)C34 (stereo partly specified)
  TDP1 inh: 14%[56.1 µM]; FEN1 inh: x; N370S GC: -10%
> N#C/C=C/C#N
  TDP1 inh: -1%&15%; FEN1 inh: 12%; N370S GC: 8%

The list continues.
Every second line gives: TDP1 inh	FEN1 inh	N370S GC
CCOC(=O)C1(CCc2ccccc2)CCN(Cc2cccc3c2OCO3)CC1
    x	-3%	-3%
O=C1c2cc([N+](=O)[O-])ccc2-c2ncccc21
    x	u	2%
CN1CCN(c2nc([N+](=O)[O-])nn2C)CC1
    0%	6%	u
COc1ccc(C2SCC(=O)Nc3c2c(C)nn3-c2ccccc2)cc1 (stereo unspecified)
    6%	-3%	-24%
CN(C)C(CSC(N)=O)CSC(N)=O
    17%	x	-3%
COc1ccc(NC(=O)c2cn(CCC#N)nc2-c2cccc(Br)c2)cc1
    x	-17%	-2%
CCSP1(=S)N=C(N2CCOCC2)C(C#N)=C2CCCN21 (stereo unspecified)
    0%	6%	-2%
CC(C)CC12CN3CCN(CC(C3)/C1=N/O)C2
    -3%	-10%	19%
Fc1ccccc1N1CCN(Cc2c(F)cccc2F)CC1
    4%	-15%	4%
CC[C@H](C)C(=O)O[C@@H]1[C@H](O)[C@@H]2[C@H](CN3C[C@@H](C)CC[C@@H]3[C@@]2(C)O)[C@@H]2C[C@@]34O[C@@]5(O)[C@@H](OC(=O)[C@](C)(O)CC)CC[C@@]3(C)[C@H]5[C@H](OC(C)=O)[C@@H](OC(C)=O)[C@H]4[C@]12O
    8%[56.1 µM]	x	-7%[21.6 µM]
COc1ccc(C(=O)N2CCOCC2)cc1S(=O)(=O)N1CCC(C)CC1
    -2%	-1%	4%
CN(C)S(=O)(=O)c1cccc(C(=O)N2CCC(C(=O)O)(c3ccccc3)CC2)c1
    12%	1%	-4%
C=CCn1c(O)c(C(C)=Nc2cccc(C(=O)O)c2)c(=O)[nH]c1=O
    x	6%	4%
O=S(=O)(NC1CN2CCC1CC2)c1ccc(Cl)cc1 (stereo unspecified)
    7%	-1%	-9%
O=Cc1c(C(=O)O)n(Cc2ccccc2F)c2ccccc12
    x	30%	-3%
CCOC(C(=O)OCC(O)CN(CC)CC)(c1ccccc1)c1ccccc1 (stereo unspecified)
    -4%	-12%	-4%
N[C@@H](CCCP(=O)(O)O)C(=O)O
    9%[56.1 µM]	x	-5%
CC=C(C)C(=O)O[C@H]1C(C)=C2[C@@H]3OC(=O)[C@@](C)(O)[C@@]3(O)[C@@H](OC(=O)CCC)C[C@](C)(OC(C)=O)[C@@H]2[C@@H]1OC(=O)CCCCCCC
    13%	x	-2%
CCOP(=O)(OCC)C(NC(=O)c1ccc(Cl)cc1)=C(Cl)Cl
    0%	-3%	13%
C=C1C(O)[C@@H]2O[C@]3(CC[C@H](/C=C/C(C)[C@@H]4CC(C)=CC5(O[C@H](C[C@@](C)(O)C(=O)O)CCC5O)O4)O3)CC[C@H]2O[C@@H]1C(O)CC(C)[C@H]1OC2(CCCCO2)CCC1C (stereo partly specified)
    1%	12%	x
Cn1c(O)c(/C=C2\C=c3ccccc3=NC2=O)c(=O)n(C)c1=O
    x	0%	-3%
O=[N+]([O-])O[C@H]1CO[C@H]2[C@H]1OC[C@@H]2O[N+](=O)[O-]
    3%[56.1 µM]	x	-17%[21.6 µM]
COc1cccc(C2C([N+](=O)[O-])=C(N)Oc3c2c(=O)oc2ccccc32)c1 (stereo unspecified)
    0%	-8%	22%
COC(=O)C1=C(c2ccc(C(C)=O)cc2)C[C@@H]2CC[C@H]1N2C(=O)NCCO
    1%	-18%	x
CCNC(=O)[C@H]1O[C@@H](n2cnc3c(N)ncnc32)[C@H](O)[C@H]1O
    11%[56.1 µM]	x	0%
Fc1ccc(C(OCCN2CCN(C/C=C/c3ccccc3)CC2)c2ccc(F)cc2)cc1
    22%	x	u
COc1ccc(CC2C(=O)NC(=O)N(c3ccccc3)C2=O)c(OC)c1 (stereo unspecified)
    2%	-1%	-22%[2.35 µM]
CC(C)(C)c1ccc(OCC(=O)Nc2ccc(Cl)cc2C(=O)c2ccccc2)cc1
    -7%[12.3 µM]	-18%	x
O=c1[nH]c(O)c(C=Nc2cccc(F)c2)c(=O)[nH]1
    x	-7%	-21%
CN1CCN(Cc2cc(C(C)(C)C)c(O)c(C(C)(C)C)c2)CC1
    -4%	5%	-5%
CCn1cc(C(=O)N2CCC3(CC2)OCCO3)c(=O)c2cc(S(=O)(=O)N3CCCC3)ccc21
    8%	-2%	16%
CN1CCc2cc3c(c4c2[C@H]1Cc1ccccc1-4)OCO3
    21%	x	0%
COc1ccccc1OCCCn1cc(C(C)=O)c2ccccc21
    2%	-13%	27%
COc1ccc(-n2c(Cc3ccccc3)nc3ccccc3c2=O)cc1
    1%	-9%	0%
CCOC(=O)CC1=C(C(=O)OCC)C2(C(=O)N1)C(C(=O)OC)=C(N)Oc1ccccc12 (stereo unspecified)
    -1%	6%	7%
CN1C(=O)[C@@H](NC(=O)c2cc3ccccc3[nH]2)N=C(c2ccccc2)c2ccccc21
    9%	x	14%
COc1cc(/C=C/c2nc3ccccc3c(=O)n2-c2ccc(O)cc2)ccc1O
    x	u	1%
Cc1ccsc1C(=O)C1CCCN(Cc2cc3ccccc3o2)C1 (stereo unspecified)
    6%	u	-7%
Cc1ccc(-n2c(O)c(/C=N/N3CCCCC3c3cccnc3)c(=O)[nH]c2=S)cc1 (stereo unspecified)
    5%	-1%	-5%
CCC1CCCCN1CC(=O)c1ccc(OC(F)F)cc1 (stereo unspecified)
    -3%	7%	5%
C[C@H]1COC2=C1C(=O)C(=O)c1c2ccc2c1CCCC2(C)C
    21%&10%	u	7%&10%
CNC(C(=O)c1ccccc1)C(OC)c1cccc([N+](=O)[O-])c1 (stereo unspecified)
    5%	0%	1%
CN1CCN(c2c[nH]c(=O)[nH]c2=O)CC1
    -2%	2%	-1%
CCCCCCn1c(O)c(C=Nc2c(C)n(C)n(-c3ccccc3)c2=O)c(=O)[nH]c1=O
    10%	11%	3%
NC(CO)Cc1ccccc1 (stereo unspecified)
    4%	x	3%
O=C1NC(=O)C(=Cc2ccc(OCCOc3ccc([N+](=O)[O-])cc3)cc2)C(=O)N1
    1%	u	-8%
COc1ccc2c(c1)c(CCN1CCOCC1)c(C)n2C(=O)c1cccc(Cl)c1Cl
    23%	x	13µM*
CCC(C)n1c(=O)[nH]c(C)c(Br)c1=O (stereo unspecified)
    8%	x	-1%
COc1cc(OC)c(OC)cc1C=O
    0%&5%&17%	-9%	-6%&-21%
Cc1ccc(/C=C2\C(=O)NC(=O)N(CC3CCCO3)C2=O)s1 (stereo unspecified)
    x	u	-1%
COc1ccc(-n2c(-c3ccco3)nc3ccccc3c2=O)cc1
    5%	-9%	2%
NC1(c2ccccc2Cl)CCCCC1=O (stereo unspecified)
    5%	x	5%
O=c1c2ccccc2nc(/C=C/c2ccc3c(c2)OCO3)n1-c1cccc(O)c1
    3%	-2%	5%
CCN1C[C@]2(COC)C(O)C[C@H](OC)[C@@]34C5C[C@]6(O)C(OC)C(O)[C@](OC(C)=O)(C5C6OC(=O)c5ccccc5)C(C(OC)C23)C14 (stereo partly specified)
    8%[56.1 µM]	x	0%
CC(=O)O[C@@H]1CC[C@]2(C)C3CC[C@]4(C)C(=O)[C@H](O)CC4C3[C@@H](OC(C)=O)C[C@H]2C1 (stereo partly specified)
    0%	-5%	x
Cn1c(O)c(C=NCCN2CCN(C(=O)Nc3ccccc3)CC2)c(=O)n(C)c1=O
    7%	-5%	2%
Clc1ccc(CO/N=C(\Cn2ccnc2)c2ccc(Cl)cc2Cl)c(Cl)c1
    16%[56.1 µM]	x	u
C/C=C1/CC(C)C(C)(O)C(=O)OCC2CCN3CCC(OC1=O)C23 (stereo unspecified)
    -3%	6%	-11%
CN1CCN(c2ccc([N+](=O)[O-])c3cccnc23)CC1
    6%	0%	8%
CCCN(CCC)c1c([N+](=O)[O-])cc(C(F)(F)F)cc1[N+](=O)[O-]
    16%[56.1 µM]	x	8%&-6%
COP(=O)(OC)C(NC(=O)/C=C/c1ccccc1)C(Cl)(Cl)Cl (stereo unspecified)
    -5%	-6%	8%
C=C1C(=O)O[C@@H]2C[C@@H](C)[C@@H]3C=CC(=O)[C@@]3(C)[C@@H](OC(=O)CC(=O)O[C@H]3[C@@H]4C(=C)C(=O)O[C@@H]4C[C@@H](C)[C@@H]4C=CC(=O)[C@]43C)[C@H]12
    2%	u	14%
C#CCN1CCN(c2cccc(C(F)(F)F)c2)CC1
    9%	7%	4%
